Rat MKP-3 inhibitors = inhibition of rat DUSP6 enzyme activity – biochemical, in vitro, primary screen (AID 425) | 110,000 tested, 0.17% active | inhibition, % at 20 µM; hits with a dose series show IC50 in µM | recombinant MKP-3 phosphatase activity, fluorescence; higher % means a stronger effect; in the data active = inhibition above about 50%;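 also: plate controls were vehicle for no effect and reference inhibitor for full effect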
Hsp70 inhibitors = Hsp70 inhibitors, probe displacement, primary screen, biochemical, fluorescence polarization (AID 583); Hsp70 fluorescence polarization probe displacement, mP; higher % means a stronger effect; displacement, % at 20 µM; hits with a dose series show IC50 in µM; 140,000 tested, 0.06% active; in the data active = displacement above about 50%;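 also: plate controls were vehicle for no effect and reference ligand for full effect; a part of the inactive calls stands beside numbers as strong as those of hits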
* hit, by the source's call; . = no result given; & = joins results of further samples. An excerpt. The share of hits here may be higher or lower than overall.

| Molecule | Rat MKP-3 inhibitors | Hsp70 inhibitors |
| --- | --- | --- |
| Cc1ccc(N2C(=O)c3ccccc3NC2c2cccc(F)c2)cc1 (stereo not drawn) | 3.0% | -3.8% |
| CN(C)S(=O)(=O)c1ccc(Oc2ccc(S(=O)(=O)N(C)C)cc2)cc1 | -8.5% | -3.2% |
| NNC(=O)COc1ccccc1OCCOCCOc1ccccc1OCC(=O)NN | 1.3% | 0.1% |
| CCOCCOC(=O)C1=C(C)NC2=C(C(=O)CCC2)C1c1cc(Br)c(O)c(OCC)c1 (stereo not drawn) | 1.3% | -1.9% |
| CC(NC(=O)c1ccccc1NC(=O)c1ccccc1F)c1ccccc1 (stereo not drawn) | -0.3% | 0.8% |
| CCOc1ccc(C2CC(c3cccc(C)c3)n3ncnc3N2)cc1 (stereo not drawn) | -7.1% | . |
| Cc1ccc(OCCn2c(Br)nc3c2c(=O)n(C)c(=O)n3C)cc1 | . | -1.6% |
| COc1cccc(-n2nnc3c(=O)n(CC(=O)OCc4ccccc4)cnc32)c1 | . | -1.0% |
| Cc1cccc(OCc2nnc(NC(=O)Cc3cccs3)s2)c1 | . | -2.1% |
| Cc1ccn2c(C(=O)c3ccc(Cl)cc3)cnc2c1 | . | 2.8% |
| Cc1nn(-c2cc(Cl)ccc2Cl)c(C)c1-c1cccc([N+](=O)[O-])c1 | 19.0% | -0.1% |
| CC(C)(C)C1CCc2c(sc3nc(SCC(N)=O)nc(N)c23)C1 (stereo not drawn) | 1.7% | 1.5%&-1.2% |
| O=C(NCCCN1CCCC1=O)c1ccc2c(=O)n(Cc3ccco3)c(=S)[nH]c2c1 | -14.1% | -1.5% |
| O=C1c2cccc3cccc(c23)C(=O)N1c1ccc2c(c1)oc1ccccc12 | 3.4% | -1.3% |
| CCOc1ccc(NC(=O)CN(c2ccc(C(C)C)cc2)S(=O)(=O)c2ccccc2)cc1 | -4.6% | 8.1% |
| CCOc1ccc(NC(=O)CCC(=O)O)cc1 | . | 14.5% |
| Cc1c(OCC(=O)OC(C)C)ccc2c3c(c(=O)oc12)CCCC3 | 2.2% | -3.1% |
| CCCc1[nH]nc2c1C(CCC)C(C#N)=C(N)O2 (stereo not drawn) | -6.1% | -1.8% |
| CC(CO)(CO)Nc1ccc(C(F)(F)F)cc1[N+](=O)[O-] | -1.4% | -1.9% |
| CCN(CC)c1ccc(/C=C2/SC(=S)N(CC(=O)OC)C2=O)cc1 | 7.0% | -39.3% |
| Cc1ccc(NC(=O)C2CC(=O)N(c3ccccc3C)C2)cc1 (stereo not drawn) | 0.6% | 1.8% |
| CN(C)CCCNC(=O)c1ccc2[nH]c3ccccc3c2c1 | -3.4% | 0.5% |
| O=c1[nH]nc(SCc2ccc([N+](=O)[O-])cc2)c(=O)[nH]1 | -0.3% | 10.1% |
| COc1cccc(C(=O)N2CCN(Cc3ccc4c(c3)OCO4)CC2)c1OC | -6.1% | 1.9% |
| COC(=O)CCC(=O)COc1ccc(OC)cc1C#N | 10.1% | -3.9% |
| O=S(=O)(NCCN1CCCC1)c1cccc2cccnc12 | -13.7% | -1.1% |
| O=C(Nc1ccccc1)Nc1nccs1 | -3.6% | -0.6%&2.1% |
| CC(C)OC(=O)CSc1nc2ncc(Cl)cc2[nH]1 | 4.6% | 0.8% |
| Cc1cc(N)ccc1NC(=O)c1ccccc1 | -20.3% | 3.5% |
| CCCNS(=O)(=O)c1ccc(CCC(=O)NCc2ccc3c(c2)OCO3)cc1 | -2.6% | 1.5% |
| Fc1ccc(COC(CN2CCCCC2)CN2CCCCC2)cc1 | -0.7% | -0.9% |
| CCOC(=O)C1=C(C)NC2=C(C(=O)CC(C)(C)C2)C1c1ccc(OC(F)F)cc1 (stereo not drawn) | -0.3% | 1.8% |
| Cc1ccc(NC(=O)CCN2C(=O)c3ccncc3C2=O)cc1 | -0.2% | -1.1% |
| CCc1ccc(S(=O)(=O)NCc2cn3ccccc3n2)s1 | 3.7% | 2.0% |
| O=S(=O)(NCc1ccco1)c1cccc(S(=O)(=O)N2CCOCC2)c1 | -0.1% | -6.8% |
| COc1ccc(CC(=O)Nc2ccc(Cl)cc2C)cc1OC | 2.1% | -4.5% |
| COc1ccc(S(=O)(=O)N(CC(=O)N2CCCC2)Cc2ccccc2)cc1 | -3.6%&5.4% | -3.6%&-0.6% |
| O=C(CSc1nnc(CN2C(=O)c3cccc4cccc(c34)C2=O)n1-c1ccccc1)NCc1ccco1 | 2.7% | 3.8% |
| CCOC(=O)c1ccccc1NC(=O)/C=C/c1ccc(OC)c(Br)c1 | -1.0% | -4.4% |
| CCOC(=O)CCCNS(=O)(=O)c1c(C)ccc2nsnc12 | 1.5% | 3.8% |
| Cc1ccc(S(=O)(=O)N(c2ccccc2)C2CCS(=O)(=O)C2)cc1 (stereo not drawn) | -4.0% | -7.8% |
| CCCC(=O)Nc1ccc(NC(=O)c2ccccn2)cn1 | -6.7% | 0.3% |
| CCOc1ccccc1CN(CCc1ccc2c(c1)OCO2)Cc1ccc(OC)c(OC)c1OC | 4.9% | -4.8% |
| Cc1ccc(S(=O)(=O)NC(CC(=O)N2CCc3ccccc32)c2ccco2)cc1 (stereo not drawn) | 1.7% | 10.6% |
| Cc1ccc2c(c1)N(C(=O)C(C)N1C(=O)c3ccccc3C1=O)C(C)(C)c1ssc(=S)c1-2 (stereo not drawn) | -3.1% | -0.5% |
| CC(C)OC(=O)c1cnn2c(C(F)(F)F)cc(-c3ccc(F)cc3)nc12 | 3.3% | -0.9% |
| Cc1nc2cc(-c3ccccc3)sc2c(=O)n1N | -2.3% | 4.9% |
| O=C1NCCN1Cc1ccc(F)cc1 | . | 1.9% |
| O=C(CSc1ccc2nnc(-c3ccncc3)n2n1)Nc1ccc2c(c1)OCO2 | -1.1% | -0.7% |
| Cc1cc(C)c2c(c1)-c1cc(C)nn1C(c1ccc3c(c1)OCO3)N2 (stereo not drawn) | -11.8% | 3.4% |
| CCOc1c(Cl)cc(CNCC(C)C)cc1Cl | . | 5.1% |
| CC1CC(=S)Nc2ccccc2S1 (stereo not drawn) | . | -1.3% |
| O=S(=O)(c1ccc(-c2csc(Nc3ccc(F)cc3)n2)cc1)N1CCOCC1 | 1.8% | 0.0% |
| CCS(=O)(=O)N1CCC(C(=O)NCc2ccccn2)CC1 | -5.4% | -3.7% |
| C/C=C/C(=O)OCC(=O)Nc1ccc(F)cc1Cl | . | 3.8% |
| Cc1oc(-c2ccccc2)[n+]([O-])c1C | 3.5% | -6.3% |
| COc1ccccc1N1CC(C(=O)OC(C)C(=O)N2CCCc3ccccc32)CC1=O (stereo not drawn) | -12.6% | 3.4% |
| CCS(=O)(=O)NCCc1ccc(OC)c(OC)c1 | -18.4% | 11.5% |
| CCOC(=O)C1CCN(C(=O)CCN2C(=O)C3C4C=CC(C4)C3C2=O)CC1 (stereo not drawn) | . | -1.3% |
| O=C(O)CCCN1C(=O)C(=O)/C(=C(\O)c2ccc(Cl)cc2)C1c1ccccc1 (stereo not drawn) | -1.7% | 3.7% |

Carrying on:
| Molecule | Rat MKP-3 inhibitors | Hsp70 inhibitors |
| --- | --- | --- |
| CC(=O)n1cc(Nc2ccccc2C(=O)O)c2ccccc21 | -11.8%&3.2% | 1.3%&0.9% |
| COc1cc(C2C3=C(CC(C)(C)CC3=O)OC3=C2C(=O)CC(C)(C)C3)ccc1OCC(=O)O | -1.2% | 0.6% |
| Cc1ccc(CNC(=O)CN(C)S(=O)(=O)c2cccc3nsnc23)cc1 | 1.5% | 0.2% |
| COC(=O)c1cc(NC(=O)COc2ccccc2C)cc(C(=O)OC)c1 | -0.3% | -3.7% |
| CCn1cc(SCC(=O)NCc2ccc3c(c2)OCO3)c2ccccc21 | -2.6% | 0.2% |
| CCOc1ccc(C(=O)N2CCCN(C(=O)c3ccc(OCC)cc3)CC2)cc1 | 0.7% | -4.0% |
| Cc1cc(NS(=O)(=O)c2ccc(NC(=O)c3cc4ccccc4o3)cc2)nc(C)n1 | . | 7.3% |
| Cc1cc2nc(-c3cc(NC(=O)c4ccc5c(c4)OCCO5)ccc3O)oc2cc1C | 2.6% | 0.7% |
| CC1CCN(CCCCOc2cccc3ccccc23)CC1 | 2.3% | -2.7% |
| CCOC(=O)c1cnn(-c2sc(C(=O)OCC)c(C)c2C(=O)OCC)c1N | -5.0% | -2.7% |
| N#CC(C(=O)NC1CCCCC1)c1nc2ccccc2nc1N1CCN(c2ccccc2F)CC1 (stereo not drawn) | 3.1% | 35.1% |
| O=C1Nc2ccccc2C(O)(C(=O)NC2CC2)N1c1ccc(Cl)c(Cl)c1 (stereo not drawn) | -0.6% | -2.0% |
| CCOP(=O)(OCC)C(Nc1ccccc1)c1ccc2c(c1)OCO2 (stereo not drawn) | 2.2% | -0.7% |
| Cc1ccc(-n2nc(C(=O)O)cc2-c2ccccc2)cc1 | . | -5.8% |
| CCc1nnc(NC(=O)c2nc3nccc(C)n3n2)s1 | -7.0% | -3.4% |
| CCN(CC)C(=O)CSc1nc2ncc(Cl)cc2[nH]1 | -7.4% | -6.2% |
| CCc1cc(/C(Cc2ccc3ccccc3n2)=N\O)c(O)cc1O | . | -3.4% |
| O=C(COC(=O)c1cccc(C(=O)OCC(=O)NC2CCCCC2)n1)NC1CCCCC1 | -3.9% | -1.6% |
| Cc1ccc(C(=O)N/C(=C\c2cccs2)C(=O)NC2CCCCC2)cc1 | . | 16.3% |
| Clc1ccc(-c2nnc3sc(-c4ccccn4)nn23)cc1 | -7.2% | 2.5% |
| OCCN1CCN(c2nc(NCc3ccco3)c3ccccc3n2)CC1 | . | 1.5% |
| O=C(Nc1cccc(NS(=O)(=O)c2ccccc2)c1)c1ccccc1Cl | 5.3% | -2.1% |
| COC(=O)C1=C(N)Oc2cc(C)n(Cc3cccnc3)c(=O)c2C1c1ccc(OC)c(OC)c1 (stereo not drawn) | -2.1% | -3.1% |
| CC(=O)N1CCN2C(=O)C1CCCC(=O)c1cc(C)ccc12 (stereo not drawn) | . | 0.2% |
| CC(=O)c1cccc(NC=C2C(=O)OC3(CCCCC3)OC2=O)c1 | . | -3.2% |
| CC(C)CCN(C(=O)Nc1ccccc1)C(C)c1cccs1 (stereo not drawn) | . | -0.6% |
| Cc1ccc(S(=O)(=O)n2cnc3ccccc32)c(C)c1 | . | -7.8% |
| COc1ccc(N/C=C(\C#N)c2ccc(OCCCF)cc2)cc1 | . | -2.6% |
| CC(=O)c1ccc2c(c1)C1C=CCC1C(c1ccc([N+](=O)[O-])cc1)N2 (stereo not drawn) | 8.8% | 0.2% |
| COc1ccc(CSc2nnnn2Cc2ccccc2)cc1OC | -13.3% | -0.5% |
| CS(=O)(=O)N1CCN(c2ccccc2NC(=O)Cc2ccc(Cl)cc2)CC1 | -6.7% | -1.9% |
| O=C(CCCc1c[nH]c2ccccc12)N1CCCCCC1 | -2.4% | -2.4% |
| CC(C)c1nc2ccccn2c1NC1CCCCC1 | . | -2.0% |
| Cn1c(SCC2CCCCC2)nnc1-c1ccncc1 | 3.5% | -2.4% |
| COc1ccc(N2COc3ccc4c5c(c(=O)oc4c3C2)CCC5)cc1 | 1.8% | 0.9% |
| CN1C(=O)CC2(CC(=O)N(Cc3ccccc3)C2)C1=O (stereo not drawn) | -3.6% | -2.1% |
| Cc1ccc(NC(=O)N2CCC(NC(=O)c3ccccc3C)CC2)cc1 | 1.0% | 3.4% |
| Cc1nnc(N2CCN(Cc3ccccc3)CC2)[nH]c1=O | 1.9% | 3.7% |
| Cc1nc2ccccc2n1C(=O)N1CCOCC1 | . | 0.9% |
| O=C1SCCc2c1n(Cc1ccccc1)c1ccccc21 | . | 1.2% |
| NC1=C(Cl)C(=O)c2c(cccc2[N+](=O)[O-])C1=O | 1.8% | -3.2% |
| COc1ccc(S(=O)(=O)Nc2ccc3ccccc3c2)cc1OC | -4.6% | 0.9% |
| CCCOc1ccc(/C=c2\sc3nc(-c4ccco4)nn3c2=O)cc1OCC | 4.5% | 7.2% |
| Cc1ccc(N(CC(=O)Nc2c(C)n(C)n(-c3ccccc3)c2=O)S(=O)(=O)c2ccccc2)cc1 | -2.1% | 2.1% |
| CCCNC(=O)Cn1cnc2sc(C(=O)N3CCN(c4ccc(F)cc4)CC3)c(C)c2c1=O | . | 1.5% |
| O=C(Cc1ccccc1)Nc1nc(-c2ccc3c(c2)Cc2ccccc2-3)cs1 | 0.4% | -5.0% |
| O=[N+]([O-])c1ccc(-c2ccc(/C=C/c3ccncc3)o2)cc1 | -2.8% | . |
| CN1CCN(CC(=O)C23CC4CC(CC(C4)C2)C3)CC1 | -14.4% | -6.8% |
| Cc1nc2cc(S(=O)(=O)N(C)C)ccc2n1-c1ccccc1 | -9.9%&0.1% | 1.6%&-2.3% |
| COc1ccc(S(=O)(=O)Nc2cc(Br)c(O)c(Br)c2)cc1 | 6.9% | 4.6% |
| O=[N+]([O-])c1ccccc1/C=N/Nc1nnc(-c2ccccc2)c(-c2ccccc2)n1 | 0.7% | 0.2% |
| COC(=O)CNC(=O)c1c(-c2ccccc2Cl)noc1C | 3.6% | 0.4% |
| CCC(C)NC(=O)CCS(=O)(=O)c1ccc(Br)s1 (stereo not drawn) | 4.5% | -1.1% |
| Cc1ccccc1OCCOc1cccc(/C=C2/SC(=S)N(C)C2=O)c1 | -6.3% | 2.6% |
